Screening data deposited in PubChem BioAssay by National Center for Advancing Translational Sciences (NCATS).
EPAC2 ag = activates human EPAC2 exchange factor; Q8WZA2; EPAC2 activation, biochemical qHTS; response scale: 100% = 6.5 mM cAMP response; Potency, µM (titrated, usually from 154 µM), inactives show at the highest dose activation, hits mostly activators; 360,000 tested, 0.079% active; AID 720711; note: potency is the fitted concentration of half-maximal effect; nearly all actives have a fitted effect of over 50% in size
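qHTS, titration series. 100 nM EPAC2 / 250 nM Rap1B-BODIPY-GDP / 50 uM GDP; RT; ex 480/em 540 nm, 5-min reads to 30 min. Norm. to 6.5 mM cAMP = activation.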
EPAC2 antag = EPAC2 (human) antagonism. Q8WZA2. 360,000 tested, 0.18% active. EPAC2 GEF exchange of Rap1B-BODIPY-GDP, fluorescence. Potency, µM (series often up to 114 µM), without a hit: at the top dose activity, negative = inhibition, actives largely listed as inhibitors; note: potency is the fitted concentration of half-maximal effect; % is set by controls: 0 for no effect and ±100 for the full control effect; nearly all actives have a fitted effect of over 45% in size; many of its hits are not listed in these tables
aSyn yeast inh = alpha-synuclein toxicity inhibition in yeast; Yeast expressing alpha-synuclein, growth rescue, BacTiter-Glo, 24 h; Potency, µM (highest dose often 46.1 µM), inactives show at the highest dose growth rescue (activation), actives largely listed as activators; 370,000 tested, 0.14% active; note: potency is the fitted concentration of half-maximal effect; % of control where 0% means no effect; nearly all actives have a fitted effect of over 65% in size
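Rescue of yeast growth: cells expressing toxic alpha-synuclein, induced in galactose at OD600 0.02, incubated with compound 24 h at 30 C. ATP luminescence quantified growth; inhibitors of toxicity appear as activators.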
FUS suppressor = FUS proteinopathy suppression in yeast | S. cerevisiae FUS-expressing, growth rescue, OD600, 24 h | Potency, µM (top dose mostly 76.6 µM), for the others: at the highest dose growth rescue (activation), usual class: activators | 390,000 tested, 0.24% active;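 note: potency is the fitted concentration of half-maximal effect; plate controls were DMSO vehicle for no effect and reference control for full effect; nearly all actives have a fitted effect of over 55% in size; some results filed as inactive show a strong effect at the top dose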
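Cultures pregrown in 2.5% raffinose medium are shifted to minimal medium containing 2% galactose to express toxic FUS. Compounds are tested at several concentrations. After 24hr at 30C, growth is quantified at 600 nm absorbance.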
D3 ag = activates the human D3 dopamine receptor; P35462; D3R DiscoveRx beta-arrestin cells, luminescence, 90 min; max activation, %; 410,000 tested, 0.58% active; in the data active = max activation above about 30%; note: 0% is about no effect; mostly tested at two doses, the higher about 12 µM
Target sequence (P35462 whole entry, looked up): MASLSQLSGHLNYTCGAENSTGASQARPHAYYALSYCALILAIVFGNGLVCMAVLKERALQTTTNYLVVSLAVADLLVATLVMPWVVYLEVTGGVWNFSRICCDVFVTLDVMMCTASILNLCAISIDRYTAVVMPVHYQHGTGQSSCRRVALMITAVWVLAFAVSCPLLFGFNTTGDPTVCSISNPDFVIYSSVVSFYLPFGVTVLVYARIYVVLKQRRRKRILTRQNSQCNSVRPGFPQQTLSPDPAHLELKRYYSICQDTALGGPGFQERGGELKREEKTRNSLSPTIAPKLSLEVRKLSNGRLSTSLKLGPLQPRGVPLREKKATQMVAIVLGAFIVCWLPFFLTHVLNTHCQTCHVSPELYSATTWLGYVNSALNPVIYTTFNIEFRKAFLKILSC
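Agonist-mode cell screen: cells plated at 1500/well and incubated overnight at 37 °C, then exposed to library compounds for 90 min at 37 °C. Detection reagent was added for 30–60 min at room temperature, and luminescence was read.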
D3 antag = D3 dopamine receptor (human) antagonism; AID 652054; P35462; D3R cells, DiscoveRx beta-arrestin luminescence, antagonist mode; active compounds read low; max response, negative = inhibition, %; 360,000 tested, 2.5% active; in the data active = max response below about -50%; inconclusive = no clear call, values can overlap the other calls; note: % is set by controls: 0 for no effect and ±100 for the full control effect; mostly tested at two doses, the higher about 12 µM
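Cells expressing the human receptor were seeded at 1500 cells/well, incubated overnight at 37 degrees C in 5% CO2, then exposed to library compounds with dopamine controls for 90 minutes at 37 degrees C before luminescent detection.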
Abeta rescue = A-beta toxicity reversal in yeast; 410,000 tested, 0.063% active; Potency, µM (top dose mostly 46.1 µM), for the others: top-dose growth rescue, actives largely listed as activators; yeast expressing A-beta42, growth rescue, OD600, 48 h; response scale: 0% DMSO, 100% iron-clioquinol control; note: potency is the fitted concentration of half-maximal effect; nearly all actives have a fitted effect of over 55% in size
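Yeast growth medium received pinned compounds, then yeast cells expressing toxic A-beta were added; plates incubated at 30 C for 48 hr. Growth read as absorbance at 600 nm, normalized to DMSO and equimolar FeCl3 plus clioquinol controls.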
TDP43 rescue = TDP-43 toxicity inhibition in yeast | Potency, µM (series often up to 46.1 µM), without a hit: at the top dose growth rescue (activation), most hits filed as activators | AID 652104 | TDP-43 expressing yeast growth rescue, BacTiter-Glo, 24 h | 410,000 tested, 1.8% active; note: potency is the fitted concentration of half-maximal effect; % of control where 0% means no effect; nearly all actives have a fitted effect of over 50% in size
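Yeast expressing TDP-43 (pregrown in raffinose, seeded at OD600=0.02 in galactose medium) exposed to compounds 24 hr at 30 deg C. Growth read by BacTiter-Glo luminescence; rescue of toxicity appears as increased signal.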
The depositor's hits bear a star; ? = inconclusive; · = no result given; [ ] = dose if it differs, or a comment. Unless noted, calls come from the whole dose curve; as a rule, active = well fitted curve in the direction sought with a large enough effect; inconclusive = small, poorly fitted or top-dose-only effect, or another doubt; inactive = no such curve, though single readings can be large; an effect the other way counts as inactive or inconclusive.

Molecule	D3 ag	TDP43 rescue	aSyn yeast inh	D3 antag	Abeta rescue	FUS suppressor	EPAC2 ag	EPAC2 antag
CC1(NC(=O)c2cccc(S(=O)(=O)N3CCCc4ccccc43)c2)CCS(=O)(=O)C1 (stereo not given)	-5	17%	6%	22	9%	12%	-8%	-4%
Cc1c(Cl)cccc1NC(=O)CSc1nc(=O)n(Cc2cccnc2)c2c1CCC2	-11	-14%	·	·	-11%	6%	·	·
Cc1ccc(C(=O)OC(C)CN2C(C)CCCC2C)cc1 (stereo not given)	0	-14%	10%	8	1%	-3%	13%	2%
CC1(C(=O)NC23CC4CC(CC(C4)C2)C3)CC1(Cl)Cl (stereo not given)	-5	-1%	-6%	-13	-8%	8%	-4%	-1%
O=C(Oc1cccnc1)c1cc(S(=O)(=O)N2CCCCC2)ccc1Cl	1	21%	1%	-28	-10%	1%	6%	-5%
CN(C)CCCC1(O)c2ccccc2C=Cc2ccccc21	-6	0%	-1%	?	8%	28%	5%	-2%
COC(=O)Cc1cc(=O)oc2c(C)c(O)ccc12	16	-15%	?	11	9%	25%	0%	9%
COC(=O)COc1ccc(C2NC(=O)NC(C)=C2C(=O)NCc2ccccc2)cc1OC (stereo not given)	-4	-17%	1%	5	-13%	8%	-2%	-1%
Cc1ccc(OCCNC(=O)CCNS(=O)(=O)c2ccc3ccccc3c2)cc1	3	-17%	-9%	?	12%	-37%	1%	4%
CC(C)(C)NC(=O)CSc1ncccc1-c1nc2ccccc2[nH]1	2	0%	4%	0	-2%	3%	1%	-10%
O=C(CSc1nc2c([nH]c3ccccc32)c(=O)n1-c1ccc(Cl)cc1)NC1CCCCC1	2	22%	4%	·	-13%	-21%	·	·
Cc1ccc(-c2nnc(Nc3cccc(Cl)c3)c3ccccc23)cc1S(=O)(=O)N1CCCCC1	5	18%	·	·	6%	45%	·	·
COc1cccc(N(C(=O)CNC(=O)c2ccco2)C(C(=O)NC2CCCCC2)c2cccnc2)c1 (stereo not given)	-1	-11%	1%	-9	-2%	14%	3%	-11%
COC[C@@H]1CCCN1c1ccc2c(c1)O[C@H](COCc1ccccc1)CN([C@@H](C)c1ccccc1)S2(=O)=O	-7	14%	-1%	-24	-12%	?	10%	7%
COc1ccc(-n2cc(C(=O)c3cc(Cl)ccc3O)cc(C#N)c2=O)cc1	-11	?	7%	-22	13%	26%	14%	-3%
CCOc1ccc(CC(=O)Nc2cc(=O)n(C)c(=O)n2C)cc1	7	-2%	1%	16	-1%	8%	4%	10%
O=C(CN1C(=O)c2ccccc2C1=O)Nc1ccccc1C(=O)NC1CCCCC1	9	-5%	0%	12	6%	-12%	-3%	3%
CCNC(=O)N(C)c1nncnc1C(=O)NC	-3	-4%	-5%	1	3%	19%	14%	-10%
Cc1cccc(-c2c(O)cc(=O)[nH]c2Cl)c1	6	-22%[0.397 µM]	-1%	-1	-7%	-4%	-3%	-8%
Cc1cccc(C)c1N1C(=O)c2ccccc2C1=O	-15	-10%	9%	-16	-26%	-18%	6%	-15%
COCCNC(=O)c1c[nH]c2ccc(S(=O)(=O)Nc3ccccc3F)cc2c1=O	4	4%	1%	-9	-9%	-29%	4%	3%
CCC(c1nnnn1-c1ccc2c(c1)OCCO2)N1CCN(c2ccccc2)CC1 (stereo not given)	4	?	10%	68	13%	12%	6%	-11%
Cc1cc(N/N=C/c2ccncc2)nc2ccccc12	-4	3%	3%	7	-24%	1%	6%	1%
Cc1ccc(S(=O)(=O)N2C[C@H]3n4c(=O)ccc(=O)n4C[C@H](OC(=O)NC4CC4)[C@@]3(O)C2)cc1	1	22%	-11%	11	-3%	2%	8%	-2%
O=C(O)c1cccc(CSc2ncn[nH]2)c1	4	3%	0%	4	11%	-3%	4%	2%
COc1ccc(NC(=O)CNc2ccc(OC)c(S(=O)(=O)N3CCOCC3)c2)cc1	8	0%	-1%	19	-3%	8%	1%	-2%
CCOc1ccc(-c2n[nH]c(C)c2-c2ccccn2)c(O)c1	0	6%	-1%	0	1%	-25%	10%	-8%
O=C(COC(=O)/C=C/C(=O)N1CCN(c2ccccc2)CC1)NCc1ccc(F)cc1	4	-2%	4%	12	-8%	1%	-5%	-2%
CC(C)(Oc1ccc(Cl)cc1)C(=O)N/N=C/c1cn[nH]c1-c1ccccc1	-6	-9%	0%	15	0%	34%	17%	-20%
O=C(CCc1nc2ccccc2c(=O)[nH]1)NNC(=O)c1ccccc1Cl	0	24%	0%	16	4%	4%	3%	3%
Cn1c(=O)c2c(nc(CN3CCN(c4ccccc4F)CC3)n2Cc2ccccc2F)n(C)c1=O	2	11%	·	·	-16%	-24%	·	·
COc1ccccc1N1CCN(C(=O)Cn2cnc3sc(C)c(S(=O)(=O)N4CCC(C)CC4)c3c2=O)CC1	1	2%	·	·	-12%	-11%	·	·

Two entries from above, field by field:
Molecule: COc1ccc(NC(=O)CNc2ccc(OC)c(S(=O)(=O)N3CCOCC3)c2)cc1
  D3 ag: 8
  TDP43 rescue: 0%
  aSyn yeast inh: -1%
  D3 antag: 19
  Abeta rescue: -3%
  FUS suppressor: 8%
  EPAC2 ag: 1%
  EPAC2 antag: -2%
Molecule: CCOc1ccc(-c2n[nH]c(C)c2-c2ccccn2)c(O)c1
  D3 ag: 0
  TDP43 rescue: 6%
  aSyn yeast inh: -1%
  D3 antag: 0
  Abeta rescue: 1%
  FUS suppressor: -25%
  EPAC2 ag: 10%
  EPAC2 antag: -8%

New compounds follow:
Molecule	D3 ag	TDP43 rescue	aSyn yeast inh	D3 antag	Abeta rescue	FUS suppressor	EPAC2 ag	EPAC2 antag
CCOc1ccc(OCC)c(NC(=O)c2cnn(-c3ccc(F)cc3)c2-n2cccc2)c1	3	17%	0%	·	-8%	-7%	·	·
O=c1c(-c2cc(-c3ccc(Cl)cc3)nc3c2COc2ccccc2-3)coc2ccccc12	-16	-11%	·	·	-13%	21%	·	·
O=C(NCc1ccccc1)c1ccc(CS(=O)(=O)Cc2ccccc2F)o1	3	14%	-10%	24	6%	-13%	4%	-6%
COc1ccc(-c2onc(C)c2C)cc1S(=O)(=O)N1c2ccccc2CC1C (stereo not given)	-7	3%	·	·	5%	15%	·	·
CCCSc1ncc(Cl)c(C(=O)N2CCN(c3cccc(Cl)c3)CC2)n1	-4	?	·	·	10%	20%	·	·
O=C(NC(Cc1ccccc1)C(=O)O)/C(=C/c1ccc([N+](=O)[O-])cc1)NC(=O)c1ccccc1Br (stereo not given)	2	19%	-3%	-8	-7%	·	4%	14%
O=C(Nc1ccccc1)c1ccccc1Oc1ccc(C(F)(F)F)cc1[N+](=O)[O-]	4	20µM*	18%	-5	9%	2%	-2%	-20%
O=C(NC1CCSc2ccccc21)c1cccc(OC(F)F)c1 (stereo not given)	21	?	9%	27	16%	-5%	11%	-7%
Clc1nc(NCCc2ccccc2)c2cn[nH]c2n1	-3	6%	11%	-24	13%	0%	4%	4%
CC(=C\c1ccccc1)/C=C1/SC(=O)N(CCCC(=O)Nc2ccc(C(=O)O)cc2)C1=O	6	-9%	1%	-29	-9%	18%	1%	1%
COC(C(=O)Nc1ccnn1C1CCN(Cc2cnn(C)c2)CC1)c1ccccc1 (stereo not given)	1	22%	-10%	0	6%	8%	-1%	-5%
Cc1ccccc1NC(=O)c1cccc(NC(=O)c2c(C(=O)O)cccc2[N+](=O)[O-])c1	6	2%	-1%	-7	-25%	1%	3%	5%
Cc1cc(NC(=O)Cn2nc(C(=O)O)c3ccccc3c2=O)ccc1Br	-6	-15%	-7%	-19	-22%	20%	-2%	-8%
O=C(Nc1nccs1)c1nc(-c2ccccc2)n(-c2ccccc2)n1	-3	5%	-17%	17	-3%	7%	-13%	12%
C=CC[C@@H](CC(=O)N[C@@H](CO)Cc1ccccc1)C(=O)NC[C@H](OC(=O)[C@@H](CC=C)Cc1ccc(F)cc1)c1ccccc1	53*	-4%	-10%	43	0%	-9%	-9%	10%
O=C(N/N=C/c1cccc2ccccc12)c1ccncc1	0	26%	4%	-14	1%	-16%	3%	5%
COC(=O)c1sc2ncccc2c1OCc1cccc(Cl)c1	5	13%	-10%	-16	24%	13%	19%	2%
CCc1ccccc1-n1c(SCC(=O)NC)nnc1-c1ccco1	0	2%	-7%	8	-5%	-17%	3%	5%
NC(=O)C1(c2ccccc2)CCCN1C(=O)c1ccccc1Br (stereo not given)	-10	26%	-7%	3	24%	-41%	12%	2%
Cn1ccc2c(OCC(=O)Nc3cc(C(F)(F)F)ccc3Cl)cccc2c1=O	25	40%	·	·	5%	13%	·	·
COc1ccc(CC(=O)NC(C)c2nnc(SCC(=O)Nc3ccccc3)n2C)cc1 (stereo not given)	-4	0%	-13%	15	0%	-8%	9%	3%
COC(=O)NNC(=O)c1ccc(C)cc1	18	-14%	0%	19	-2%	-3%	-1%	7%
O=S1(=O)CC(N2CC=CC2)CN1Cc1ccccc1 (stereo not given)	2	26%	-3%	13	-28%	-29%	7%	-29%
N=Nc1c(O)n(CC(=O)Nc2ccccc2)c2ccccc12	-4	1%	-1%	-25	-19%	23%	8%	1%
COc1ccc(NC(=O)C2C(c3ccc4c(c3)OCO4)=Nc3ccccc3N2C(C)=O)cc1 (stereo not given)	-8	25%	9%	-27	-21%	29%	26%	-17%
CC1(CCc2ccccc2)NC(=S)N(c2ccc(Cl)cc2)N1 (stereo not given)	2	?	29%	3	-56%[inhibitor]	-6%	29%	-9%
CN(c1ccc(OCC(=O)OCc2nnc(-c3ccccc3)o2)cc1)S(=O)(=O)c1ccc(Cl)cc1	-4	14%	6%	10	11%	12%	5%	1%
Cc1cc(=O)[nH]c(SCCOc2cccc(C(F)(F)F)c2)n1	8	-20%	5%	4	5%	-9%	-32%[inhibitor]	4%
CCN1CCN(c2ncnc3scc(-c4ccc(C)cc4)c23)CC1	-7	-24%	0%	-92*	-11%	-49%	6%	19%
c1coc(-c2nn3c(-c4ccco4)nnc3s2)c1	-6	1%	3%	2	-17%	·	-3%	9%
CCCCN(C(=O)CCC(=O)Nc1cc(C)on1)C(C(=O)NC1CCCC1)c1ccccc1C (stereo not given)	-17	-3%	-1%	-13	-14%	3%	3%	4%

This is a subset; rates above refer to the full screens.
